# Screening data from PubChem BioAssay.
# D1 ag: agonists of human D1 dopamine receptor. P21728. HEK293 T-REx D1 cells, calcium flux, agonist mode. activation, % at 2 µM. actives 1% (n = 360,000); in the data active means activation above about 30%; further: 0% is about no effect
#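 Tetracycline-induced HEK293 TREx D1 cells, force-coupled to calcium signalling, were dye-loaded with a no-wash calcium kit. Compound was pin-added after a 10 s baseline. Fluorescence was read kinetically at 1 cycle/s for 180 s, with calcium rises flagged as agonism.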
# D1 antag: blocks dopamine activation of the human D1 receptor | P21728 | HEK293 TREx D1 cells, calcium flux, dopamine EC80; hits give low values | activity change, negative = inhibition, % at 10 µM | actives 3.2% (n = 360,000); in the data active means activity change below about -30%; further: on the % scale 0 is the no-effect control and ±100 the full control effect
#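 Allosteric or orthosteric antagonism assessed as attenuation of the calcium response to EC80 dopamine, added 180 s after compound, in induced HEK293 Trex D1 cells loaded with no-wash calcium dye.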
# Vif-A3G inh: Vif-A3G binding inhibition; AID 602310; actives 0.076% (n = 410,000); HeLa A3G-eYFP + Vif (tagged APOBEC3G with the HIV-1 protein that degrades it), YFP fluorescence, overnight; Potency, µM (highest dose often 46.1 µM), for inactives: at the highest dose activity, negative = active, hits mostly inhibitors; Q9HC16;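 further: potency means the concentration at half of the fitted maximal effect; on the % scale 0 is the no-effect control and ±100 the full control effect; nearly all actives have a fitted effect of over 60% in size; hits raise eYFP signal because A3G escapes Vif-driven loss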
#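 Read-out is eYFP fluorescence (Ex 488/Em 500-530) from Vif-expressing HeLa A3G-eYFP cells; more signal means A3G escaped Vif-mediated degradation. Cells plated overnight, compound pinned in, incubated overnight at 37 deg C.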
# GRP78 ERSR act: induces the endoplasmic reticulum stress response in human glioma cells; U87-MG GRP78 promoter luciferase reporter, 16 h; Potency, µM, for inactives: at the highest dose activation, actives largely listed as activators; actives 0.02% (n = 420,000); further: potency means the concentration at half of the fitted maximal effect; series mostly up to about 76 µM; % of control where 0% means no effect; nearly all actives have a fitted effect of over 35% in size
#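 Stably transfected U87-MG glioma cells carrying a GRP78-based luciferase sensor; 16 h compound incubation. Luminescence end-point read 10 min after Bright-Glo addition at room temperature.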
# D2 potentiator: D2 dopamine receptor (human) potentiation; P14416; HEK293 T-REx D2, calcium flux, EC20 dopamine potentiation; potentiation, % at 10 µM; AID 485347; actives 0.34% (n = 340,000);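 active means potentiation over 3 SD above the plate norm, cut at about 30% in these data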; further: 0% is about no effect
#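 Calcium flux readout, no-wash dye, 1 read/s. Inducible HEK293 Trex D2 line, overnight 30 C. Compound alone 180 s (agonist flags), then EC20 dopamine, another 180 s to score potentiation.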
# LDHA inh: LDHA (human) enzyme inhibition; activity change, % (values are at about 110 or 230 µM); actives 0.15% (n = 480,000); P00338; AID 1347041; purified LDHA, NADH/diaphorase-resazurin fluorescence; hits give low values; in the data active means activity change below about -30%; inconclusive means mostly about -25% to -30%;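 further: plate controls were DMSO wells for no effect and wells without enzyme for full effect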
#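 Human LDH5 (2 nM) was incubated with 0.06 mM NADH and 0.2 mM pyruvate for 5 min at room temperature in Tris pH 7.4. Remaining NADH was coupled through diaphorase/resazurin, and resorufin fluorescence was read at 0 and 20 min.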
# Vif-APOBEC3F blk: Vif-A3F binding inhibition; HeLa A3F-eYFP + Vif (tagged APOBEC3F with the HIV-1 protein that degrades it), YFP fluorescence increase; Potency, µM (top dose mostly 46.1 µM), for inactives: at the highest dose activity, negative = active; actives 0.2% (n = 390,000); further: potency means the concentration at half of the fitted maximal effect; % of control where 0% means no effect; nearly all actives have a fitted effect of over 65% in size
#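 HeLa cells stably expressing Vif plus C-terminally eYFP-tagged A3F were seeded, incubated overnight at 37 deg C, dosed with compound, incubated overnight again at 37 deg C. Yellow fluorescence (Ex 488/Em 500-530) reported blocked Vif-mediated A3F-eYFP degradation.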
# D1 PAM: human D1 dopamine receptor positive modulation. P21728. potentiation, % at 10 µM. AID 504651. HEK293 TREx D1 cells, calcium flux, dopamine EC20 potentiation. actives 0.036% (n = 360,000); in the data active means potentiation above about 30%; further: 0% is about no effect
# RXFP1 agonist: RXFP1 (human) receptor agonism; Potency, µM (highest dose often 57.5 µM), for the others: at the top dose activation, actives largely listed as activators; actives 0.3% (n = 370,000); Q9HBX9; HEK293T-RXFP1 cAMP TR-FRET, 30 min; response scale: percent of porcine relaxin response, buffer zero; further: potency means the concentration at half of the fitted maximal effect; on the % scale 0 is the no-effect control and ±100 the full control effect; nearly all actives have a fitted effect of over 60% in size; many of its hits are not listed in these tables
# Target sequence (Q9HBX9 whole entry, looked up): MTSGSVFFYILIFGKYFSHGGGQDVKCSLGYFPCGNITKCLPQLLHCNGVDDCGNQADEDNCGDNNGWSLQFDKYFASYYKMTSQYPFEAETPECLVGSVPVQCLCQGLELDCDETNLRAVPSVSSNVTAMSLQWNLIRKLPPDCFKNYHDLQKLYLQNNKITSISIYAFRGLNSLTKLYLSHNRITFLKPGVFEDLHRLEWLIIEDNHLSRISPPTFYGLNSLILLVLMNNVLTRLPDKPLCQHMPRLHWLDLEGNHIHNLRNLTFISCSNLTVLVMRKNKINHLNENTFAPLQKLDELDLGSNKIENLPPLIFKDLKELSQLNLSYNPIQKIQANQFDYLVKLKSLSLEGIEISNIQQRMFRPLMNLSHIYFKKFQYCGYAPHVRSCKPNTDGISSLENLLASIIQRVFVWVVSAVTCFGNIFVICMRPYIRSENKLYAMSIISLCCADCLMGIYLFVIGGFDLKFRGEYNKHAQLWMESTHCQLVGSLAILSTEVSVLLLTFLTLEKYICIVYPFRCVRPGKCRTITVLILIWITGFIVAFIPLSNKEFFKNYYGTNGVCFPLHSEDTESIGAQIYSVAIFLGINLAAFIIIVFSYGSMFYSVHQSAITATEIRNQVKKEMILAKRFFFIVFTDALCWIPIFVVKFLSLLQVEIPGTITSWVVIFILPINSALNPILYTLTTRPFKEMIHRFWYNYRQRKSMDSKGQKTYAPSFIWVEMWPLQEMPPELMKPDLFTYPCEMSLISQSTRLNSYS
#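 HEK293T cells stably expressing RXFP1 were pretreated with the PDE4 inhibitor Ro 20174, exposed to compounds for 30 min at 37C, lysed, and cAMP was read by TR-FRET. Data normalized to buffer (basal) and 29 nM porcine relaxin (100%).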
# * = called active by the depositor; ? = inconclusive; · = no result given; & = joins results of further samples. Unless noted, the call rests on the fitted dose curve; in most records, active means well fitted curve in the direction sought with a large enough effect; inconclusive means small, poorly fitted or top-dose-only effect, or another doubt; inactive means no such curve, though single readings can be large; an effect the other way counts as inactive or inconclusive.
SMILES,D1 ag,D1 antag,Vif-A3G inh,GRP78 ERSR act,D2 potentiator,LDHA inh,Vif-APOBEC3F blk,D1 PAM,RXFP1 agonist
CC(C)=NNc1nc2c(c(=O)n(C)c(=O)n2C)n1C,1,8,0%,-4%,·,16,-3%,2,3.8%
O=C(NCCCN1CCCC1=O)c1ccc(NS(=O)(=O)c2ccc(F)cc2)cc1,2,4,-5%,-4%,4,-6,-6%,-1,1.6%
O=C1C2=C(SCCS2)C(=O)N1CCCO,0,-1,1%,-3%,10,-1,-1%,4,0.2%
COCCCNC(=O)C(=O)NCCCOC(C)C,4,11,1%,-3%,·,-6,-5%,4,1.0%
C[C@H](NC(=O)c1ccccc1F)C(=O)N1CCC2(CC1)NCCc1[nH]cnc12,0,-2,-1%,-6%,3,-6,0%,-5,0.5%
Cc1cc(F)ccc1S(=O)(=O)N1CCCOC1CNC(=O)C(=O)NCCc1ccco1 (configuration not stated),·,·,-1%,-8%,·,-1,1%,·,·
CCOC(=O)c1cn2nc(N3CCCC3)ccc2n1,0,12,-1%,-12%,7,-2,3%,2,?
O=C(NCC1CCCO1)c1cc(C(=O)c2ccc(Cl)cc2Cl)c[nH]1 (configuration not stated),5,-8,4%,-2%,-4,-1,3%,2,0.4%
COc1cccc(CNC(=O)c2cc(C)nc3c2c(C)nn3-c2cccc(F)c2)c1,33*,-8,-6%,-4%,6,2,2%,-2,1.9%
COc1ccc(-n2cc(-c3ccc(Br)cc3)[nH]c2=S)cc1,2,-1,-1%,6%,0,-8,2%,14,?
O=C(CN1CCCCCC1)Nc1ccccc1Cl,2,10,-7%,4%,12,-6,4%,3,2.8%
N#C/C(=C/c1ccc(N2CCCCCC2)o1)c1cccc(F)c1,3,-4,?,?,·,15,5µM*,-8,-1.5%
CO/N=C(\Cn1ncc(N2CCCC2)c(Cl)c1=O)c1ccc(Cl)cc1,4,-46*,-8%,-1%,5,-3,0%,-3,12%
Cc1ccc(Oc2ncccc2NC(=O)CC2(CC(=O)O)CCCC2)c2c1CCC2,3,-3,-4%,4%,11,-8,-4%,12,-4.3%
CC(=O)Nc1cccc(/C(C)=N/NC(=O)c2cccs2)c1,0,-2,-1%,1%,4,-6,12%,-6,0.2%
Cc1cccc(NC(=O)c2c(O)c3ccccc3n(C)c2=O)c1,0,3,0%,?,-2,-5,3%,4,1.9%
CC[C@]1(C(=O)OC)[C@H]2C(=O)N(C)C(=O)[C@H]2[C@H]2CN=C(SCc3ccc(Cl)cc3)N21,·,·,1%,-4%,·,-3,4%,·,·
Cc1cc(C)cc(NC(=O)c2cc(S(=O)(=O)NCCC3=CCCCC3)ccc2F)c1,-1,0,-3%,-2%,-11,0,4%,0,1.5%
O=S1(=O)CC(O)C(Nc2ccc(Cl)cc2)C1 (configuration not stated),2,-9,-1%,-1%,-7,-5,14%,-5,-6.1%
Cc1ccc(OS(=O)(=O)c2ccc(N3C(=O)CCC3=O)cc2)cc1,7,-13,-1%,0%,12,-9,9%,-6,1.1%
O=C1C2C3C=CC(C4CC34)C2C(=O)N1c1cccc2ccccc12 (configuration not stated),15,37,-6%,-1%,-1,1,-14%,2,-0.3%
CC1CCC(NC(=O)CSc2nncn2C)CC1 (configuration not stated),·,·,-2%,-2%,·,-2,0%,·,·
CCCCN(C(=O)C1CCCC1)C1CCS(=O)(=O)C1 (configuration not stated),1,10,-1%,-4%,3,-3,-25%,2,-0.4%
Cc1ccc(-c2csc(NC(=O)c3ccc([N+](=O)[O-])o3)n2)cc1,4,-7,?,3%,9,-2,7%,3,0.4%
COc1cccc(NC(=O)CN(C)CC(=O)Nc2ccc(C)cc2Cl)c1,5,-2,3%,-7%,1,-23,8%,-1,-4.6%

# Additional structures follow.
SMILES,D1 ag,D1 antag,Vif-A3G inh,GRP78 ERSR act,D2 potentiator,LDHA inh,Vif-APOBEC3F blk,D1 PAM,RXFP1 agonist
Cc1ccc(C(=O)Nc2ncccc2C)cc1S(=O)(=O)N1CCOCC1,1,10,1%,-1%,-2,1,1%,-9,2.3%
COC(=O)c1[nH]c2cc(OC)ccc2c1NC(=O)CN1CCOCC1,-2,2,·,·,7,·,·,-3,0.3%
CCN(CC)S(=O)(=O)c1ccc2c(c1)c(=O)c(C(=O)NCc1cccs1)cn2C,2,-3,1%,-1%,18,-2,-1%,-2,2.3%
Clc1nn2cnnc2c2ccccc12,0,-10,-22%,2%,7,-2,0%,-6,19%
Cc1cccc(NC(=O)C2CCN(C(=O)NCc3ccccc3)CC2)c1C,2,-1,1%,-1%,19,-11,6%,-2,4.3%
CCc1cccc(OCC(=O)Nc2ccc(S(=O)(=O)Nc3ccccn3)cc2)c1,2,-9,2%,-4%,7,0,-7%,-2,0.0%
COc1ccc(C(=O)NC(C)C2CC3CCC2C3)cc1 (configuration not stated),-4,18,-5%,6%,-9,0,-5%,-6,0.4%
CC(=O)Nc1ccc(S(=O)(=O)NCc2cc(=O)n(C)c(=O)n2C)cc1,4,4,5%,-1%,7,-9,13%,1,?
CS(=O)(=O)N(CC(=O)Nc1ccccc1C(=O)N1CCOCC1)c1cccc(F)c1,0,0,-1%,-3%,-4,-6,2%,-3,-0.4%
CCOC(=O)N1CCC(NC(=O)Cc2cn(C)c3ccccc23)CC1,0,5,-6%,-6%,18,2,-2%,-2,2.1%
COc1ccc(-c2cn3nc(SCC(=O)Nc4ccc(C)c(Cl)c4)ccc3n2)cc1,2,-5,-5%,8%,-6,-4,-10%,-3,?
COc1ccc(Nc2cc(Nc3cccc(OC)c3)ncn2)cc1,1,-10,0%,-1%,9,-6,7%,0,-2.5%
CCCN1C(=O)/C(=C/c2ccc(C)o2)SC1=Nc1ccc(OC)cc1,2,4,-7%,-6%,0,5,·,-1,-0.4%
Cc1cc(C)n(-c2nc3c(c(=O)[nH]c(=O)n3C)n2Cc2cccc(Br)c2)n1,4,-8,0%,-3%,-8,-1,-4%,-1,-1.4%
Cc1ccc(S(=O)(=O)N2CCCC2)cc1[N+](=O)[O-],6,-5,-1%,-5%,2,-2,7%,-1,-0.3%
COC(=O)/C=C1\NCCNC1=O,3,7,1%,-4%,8,5,1%,-3,5.1%
Cc1ccccc1-c1nc(CN2CCCC(C(=O)NCc3ccc(Cl)cc3)C2)c(C)o1 (configuration not stated),1,-2,1%,0%,4,-11,-1%,7,0.4%
Cc1ccc(-c2cc(C(=O)Nc3ccc(S(=O)(=O)Nc4nccs4)cc3)c3ccccc3n2)c(C)c1,4,-8,-19%,-7%,-1,-1,7%,2,0.4%
O=C(Cn1cc(SCc2ccc(C(F)(F)F)cc2)c2ccccc21)N1CCCC1,3,-1,-9%,10%,-13,8,-4%,-4,0.1%
Cc1oc2ccc(O)cc2c1C(=O)OC(C)C,0,-4,-2%,1%,·,-6,-4%,7,-0.4%
COc1ccccc1C(CNC(=O)c1ccc(S(=O)(=O)N2CCCCC2)cc1)N(C)C (configuration not stated),4,-3,-3%,-1%,-13,-2,8%,-2,-0.9%
COC(C(=O)Nc1ccnn1C1CCN(C(=O)c2ccc(C=O)cc2)CC1)c1ccccc1 (configuration not stated),1,8,0%,-1%,11,0,-3%,6,-2.3%
COc1ccc(C)cc1NC(=O)COC(=O)Cc1c[nH]c2ccccc12,·,·,-1%,-5%,·,1,3%,·,·
Cc1ccc(NC(=O)CN2CCN(C)CC2)cc1S(=O)(=O)N1CCOCC1,3,-1,1%,-6%,-1,-2,1%,5,1.0%
Cc1cc2cc(CN(CC3CCCO3)C(=S)NCc3ccco3)c(=O)[nH]c2cc1C (configuration not stated),1,15,-4%,-3%,-2,-4,2%,-8,1.7%

# Next section.
SMILES,D1 ag,D1 antag,Vif-A3G inh,GRP78 ERSR act,D2 potentiator,LDHA inh,Vif-APOBEC3F blk,D1 PAM,RXFP1 agonist
O=C(NCCS(=O)(=O)N1CCCCCC1)c1ccccc1,2,37,-1%,-2%,-6,-9,8%,-4,1.3%
CSc1cccc(NC(=O)C2CCCN(S(=O)(=O)c3cccs3)C2)c1 (configuration not stated),0,32,4%,-4%,-11,0,3%,9,9.9%
Cc1ccc(-c2csc3ncnc(-n4nc(C)cc4N)c23)cc1,4,-5,-4%,-5%,5,-5,-6%,5,0.4%
CN(C)CCn1c(C(=O)Nc2ccccc2)cc2ccccc21,3,-43*,-1%,1%,-18,-10,-6%,-14,1.1%
COCCn1nnnc1CN(CCCN1CCOCC1)Cc1cc2c(C)ccc(C)c2[nH]c1=O,0,2,-1%,-3%,-24,0,-1%,4,0.0%
COc1ccc(C(C[N+](=O)[O-])c2c(C)[nH]c3ccccc23)cc1OC (configuration not stated),1,1,-4%,-4%,3,27,0%,1,0.0%
Cn1c(=O)c2c(ncn2CC(=O)N2CCc3ccccc3C2)n(C)c1=O,2,-8,-2%,1%,-5,-2,-2%,0,9.5%
COc1cc(NC(=O)c2ccc3oc(=O)c(S(=O)(=O)c4ccccc4)cc3c2)cc(OC)c1,2,4,-2%,-3%,0,13,-7%,2,0.6%
O=C(C1=NNC2C(=O)N(c3ccccc3)C(=O)C12)c1nc(Cl)ccc1Cl (configuration not stated),1,-18,3%,2%,13,-12,17%,-1,2.0%
COc1ccc(C=O)c2[nH]c3c(Cl)ncnc3c12,0,-5,8%,-5%,7,-1,-1%,-4,17%
C(=N\c1nc2ccccc2[nH]1)/c1cccs1,3,-6,0%,-5%,-4,-7,-3%,3,0.0%
COc1ccc(C(CC(=O)N2CCCC2)c2c(OC)cc(OC)c3ccc(=O)oc23)cc1 (configuration not stated),5,-23,-3%&6%,-3%&-3%,1,-1,-2%,-2,-0.4%
NC(=O)C1CCN(C(=O)CNC(=O)c2ccc(F)cc2)CC1,·,·,2%,-5%,·,-2,2%,·,·
CCc1n[nH]c2c1/C(=N/O)CCC2,2,-15,-1%,5%,0,-2,-5%,-3,2.1%
COc1cc(/C=C2/NC(=O)NC2=O)cc(Br)c1OCc1ccccc1,6,5,-4%,-2%,-1,-5,-12%,-7,2.1%
O=C(NC1CCCCC1)c1cccnc1Sc1ccccc1,0,-5,-3%,-2%,0,-3,7%,-6,2.4%

# A portion of the library (hit frequency here may not be typical).
